SENP1 inh: human SENP1 catalytic domain inhibitors, primary screen, biochemical, FRET, uHTS; inhibition, % at 10 µM; 0.21% of 360,000 active; Sentrin-specific protease 1 (Homo sapiens), Q9P0U3; recombinant SENP1 catalytic domain, CyPet-SUMO1-YPet FRET cleavage; AID 624204, 2012;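 active = inhibition at least 30% at 10 µM, raw YFP signal under a set limit, fluorescence ratio 0.5 to 1.5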;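 note: 0% = enzyme with DMSO and 100% = no enzyme wells; some results filed as inactive read as strong as hits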
Target sequence (Q9P0U3 419-644 limits assumed): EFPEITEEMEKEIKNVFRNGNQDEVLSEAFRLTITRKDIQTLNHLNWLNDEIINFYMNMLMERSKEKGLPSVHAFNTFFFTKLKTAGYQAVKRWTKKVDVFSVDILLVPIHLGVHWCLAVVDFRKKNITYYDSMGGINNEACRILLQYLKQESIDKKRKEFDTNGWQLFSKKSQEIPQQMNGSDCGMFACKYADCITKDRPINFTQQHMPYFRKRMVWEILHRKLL
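System: Recombinant human SENP1 catalytic domain, His6-tagged | Incubation: Enzyme reaction for 50 min at room temperature, dark | Medium: Tris pH 8 with BME, BSA, NP40 and catalase | Also added: 25 nM SUMO1 FRET substrate | Compound: 10 µM single point, 0.5% DMSO | Measured by: FRET fluorescence in CFP and YFP emission channels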
HKDC1 inh: HKDC1 hexokinase inhibitors, primary screen, biochemical, fluorescence, uHTS | recombinant HKDC1, G6PDH/diaphorase resazurin coupled fluorescence | Q2TB90 | inhibition, % at 20 µM | 0.16% of 340,000 active;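 active = inhibition above about 35% when tested at 20 µM, limit read from the data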;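 note: plate controls were DMSO wells with enzyme for no effect and DMSO wells lacking enzyme for full effect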
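Test system: HK5 enzyme. Quantity: 5 µg/mL HK5 final. Reagent: glucose and ATP substrates. Schedule: 90 min reaction incubation at room temperature, dark. Technique: resazurin-to-resorufin fluorescence via G6PDH and diaphorase coupling, 525/613 nm. Control set: DMSO wells with and without enzyme mix.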
PfG6PD inh: PfG6PD enzyme inhibitors, primary screen, biochemical, fluorescence intensity, uHTS; 0.78% of 350,000 active; inhibition, % at 20 µM; glucose-6-phosphate dehydrogenase-6-phosphogluconolactonase (Plasmodium falciparum 3D7); PfGluPho enzyme, NADPH resazurin-diaphorase fluorescence;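 active = inhibition reaching at least a set limit at 20 µM in the primary screen, cut at about 59% in these data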;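 note: 0% = DMSO wells with substrate and 100% = DMSO wells lacking glucose-6-phosphate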
SENP8 inh: human SENP8 protease inhibitors, primary screen, biochemical, fluorescence, Nedd8 protein substrate, uHTS. inhibition, % at 20 µM. Sentrin-specific protease 8 (Homo sapiens), Q96LD8. recombinant SENP8. 0.64% of 360,000 active; in the data active = inhibition mostly above about 40%, no sharp cut-off; inactive = mostly below about 27%
Target sequence (Q96LD8 whole entry, looked up): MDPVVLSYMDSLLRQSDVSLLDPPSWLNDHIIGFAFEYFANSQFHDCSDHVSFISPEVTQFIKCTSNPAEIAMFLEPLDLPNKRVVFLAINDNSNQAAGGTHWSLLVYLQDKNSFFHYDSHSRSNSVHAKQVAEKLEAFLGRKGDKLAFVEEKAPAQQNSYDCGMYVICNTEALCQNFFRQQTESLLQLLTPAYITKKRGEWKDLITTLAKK
* = called active by the depositor; . = no result given. This is a subset. The share of hits here may be higher or lower than overall.

SMILES	SENP1 inh	HKDC1 inh	PfG6PD inh	SENP8 inh
O=c1c(Cl)c(Cl)cnn1Cc1ccccc1Cl	.	-6	11	.
Fc1ccc2[nH]c3c(N4CCN(Cc5ccc6c(c5)OCO6)CC4)ncnc3c2c1	.	0	-9	.
CC(=O)NC(CC(C)C)C(=O)NC(Cc1ccccc1)C(N)=O (stereo not drawn)	.	6	-8	.
CC1(C)C(C=C(Cl)Cl)C1C(=O)Nc1ccc([N+](=O)[O-])cc1 (stereo not drawn)	.	4	-17	.
C#CCOCCOCCOCCNc1nc(N2CCN(C(=O)C(Cc3cc4ccccc4[nH]3)n3cc(C(N)Cc4ccc(O)cc4)nn3)CC2)nc(N2CCN(C(=O)C(Cc3cc4ccccc4[nH]3)n3cc(C(N)Cc4ccc(O)cc4)nn3)CC2)n1 (stereo not drawn)	.	2	32	.
CCCCCCn1c(=O)[nH]c2nc3cc(N)ccc3nc2c1=O	.	28	32	.
N#Cc1ccc(OCC(=O)Nc2cc(S(=O)(=O)N3CCOCC3)ccc2N2CCCC2)cc1	.	-3	0	.
Cc1ccc(S(=O)(=O)N(C)c2ccc(OCC(=O)Nc3cc(C(=O)O)ccc3Cl)cc2)cc1	.	-2	-22	.
O=C(Nc1cc(S(=O)(=O)N2CCOCC2)ccc1N1CCCC1)c1ccccc1C(F)(F)F	.	-4	-8	.
C#CCOCCOCCOCCNc1nc(N2CCN(C(=O)[C@H](Cc3cc4ccccc4[nH]3)n3cc([C@@H](N)Cc4ccc(O)cc4)nn3)CC2)nc(N2CCN(C(=O)[C@H](Cc3cc4ccccc4[nH]3)n3cc([C@@H](N)CC(C)C)nn3)CC2)n1	.	22	48	.
O=C(Oc1ccccc1)c1cccc2cccc(C(=O)Oc3ccccc3)c12	.	1	37	.
O=C(N[C@H]1CC[C@H](CCNC(=O)C2CC2)O[C@@H]1CO)c1ccccn1	1	.	.	22
Cc1ccc(-c2nc3cc(C)c(Br)c(C)n3c2CC(C)(C)C)cc1	1	.	.	13
COc1ccc(C(O)c2ncc(-c3ccccc3Cl)[nH]2)cc1F (stereo not drawn)	1	.	.	9
COc1ccc(C(=O)N2CCC(C)(C(=O)O)C2)c(OC)c1 (stereo not drawn)	2	.	.	25
O=C(NCC1CC1)c1ccc2sc([C@@H]3O[C@H](CO)[C@H](O)[C@H](O)[C@H]3O)nc2c1	1	.	.	14
COC(=O)c1c(N)[nH]c(C(=O)c2ccccc2)c1-c1ccccc1Br	-1	.	.	5
CCCCCCN1CCN(C2CN(Cc3cn(Cc4ccccc4)nn3)S(=O)(=O)C2)CC1 (stereo not drawn)	1	.	.	14
O=C(OCc1ccccc1)N1C[C@H](O)[C@H](O)C[C@@H]1c1c(Cl)cccc1Br	-2	.	.	11
CCCCNC(=O)C1c2ccccc2OCC(=O)N1CCc1c[nH]c2ccccc12 (stereo not drawn)	1	.	.	14
CC(C)(C)C(=O)N1CCN(c2ccc3c(c2)C2CC3CCN2C(=O)OCc2ccccc2)CC1 (stereo not drawn)	0	.	.	12
CCOC(=O)N1CCN(C(=O)C[C@@H]2C[C@@]3(C(=O)OCC)CCC=C3N(CCC3=CCCCC3)C2=O)CC1	0	.	.	13
O=C(NC1CCCCC1)C(c1cccc2ccccc12)n1c(=O)c(-c2ccco2)nc2ccccc21 (stereo not drawn)	-45	.	.	-442
CSc1nc2c(=S)[nH]c(=S)[nH]c2s1	-1	.	.	1

Some values from the results shown:
Result of O=C(OCc1ccccc1)N1C[C@H](O)[C@H](O)C[C@@H]1c1c(Cl)cccc1Br in SENP1 inh: -2
Result of CCCCNC(=O)C1c2ccccc2OCC(=O)N1CCc1c[nH]c2ccccc12 (stereo not drawn) in SENP8 inh: 14
Result of COC(=O)c1c(N)[nH]c(C(=O)c2ccccc2)c1-c1ccccc1Br in SENP8 inh: 5
Result of CCCCCCN1CCN(C2CN(Cc3cn(Cc4ccccc4)nn3)S(=O)(=O)C2)CC1 (stereo not drawn) in SENP1 inh: 1

Back to the main list with the 2 entries that preceded the break.
SMILES	SENP1 inh	HKDC1 inh	PfG6PD inh	SENP8 inh
O=C(NC1CCCCC1)C(c1cccc2ccccc12)n1c(=O)c(-c2ccco2)nc2ccccc21 (stereo not drawn)	-45	.	.	-442
CSc1nc2c(=S)[nH]c(=S)[nH]c2s1	-1	.	.	1
CCOC(=O)C1=CCN(S(=O)(=O)c2ccccc2Br)C1c1ccc(F)cc1 (stereo not drawn)	1	.	.	16
O=C(NC(c1ccccc1)c1ccsc1)C1CCN(Cc2ccc(Oc3ccccc3)cc2)CC1 (stereo not drawn)	0	.	.	11
CCOC(=O)C1(C)CCCN1C(=O)c1ccc(OC)c(OC)c1 (stereo not drawn)	0	.	.	8
OC(c1ccc(Cl)cc1)c1ncc(-c2ccc(Oc3ccccc3)cc2)[nH]1 (stereo not drawn)	-5	.	.	-2
CCOC(=O)C1(C)CCCN1C(=O)c1ccc(OC)c(F)c1 (stereo not drawn)	0	.	.	6
CC(C)C[C@@H](CN1CCC[C@H]1CN1C(=O)C(=O)NC[C@@H]1Cc1ccc(O)cc1)N1C[C@H](Cc2ccc(O)cc2)N(CC2CCCCC2)C(=O)C1=O	-2	.	.	3
COc1ccc(Cl)cc1-c1cc(C(=O)NCc2cccc(Cl)c2)[nH]n1	1	.	.	12
COc1cc(-c2cc(NC=O)c3ncc(-c4ccccc4)n3c2)cc(OC)c1OC	-10	.	.	-294
CC1(C(=O)NS(=O)(=O)c2ccc(Cl)s2)CCN1C(=O)Cc1ccc(Cl)cc1Cl (stereo not drawn)	0	.	.	3
COCCNc1nc(Oc2ccc(CC(=O)OC)cc2)c2sc(-c3ccccc3)cc2n1	0	.	.	-302
CC(O)(c1cccc(F)c1)c1nc(-c2cc(F)cc(F)c2)cs1 (stereo not drawn)	0	.	.	12
CC(C)C[C@H]1CNC(=S)N1C[C@H]1CCCN1C[C@H](Cc1ccc(O)cc1)N1C[C@H](Cc2ccccc2)N(CC2CCCCCC2)C1=S	1	.	.	20
CCN(C(=O)CN(C1=NC2CS(=O)(=O)CC2S1)c1ccc(OC)cc1)c1cccc(C)c1 (stereo not drawn)	-2	.	.	5
CCCCn1nnnc1C(CC)N1CCN(C/C=C/c2ccccc2)CC1 (stereo not drawn)	-2	.	.	26
O=C(C[C@H]1CC[C@H](NC(=O)C2CCOCC2)[C@@H](CO)O1)NCc1ccncc1	3	.	.	32
O=C(NCCC(F)(F)F)C1Cc2c(-c3cccc(F)c3)ccnc2O1 (stereo not drawn)	0	.	.	15
O=C(NCCCN1CCOCC1)c1c(-c2ccccc2)oc2c1C(OCCCCCO)CCC2 (stereo not drawn)	1	.	.	-12
Cc1ccc(S(=O)(=O)N[C@H](CO)C(C)C)cc1	3	.	.	12
Fc1cccc(Cc2c(-c3cccc(Cl)c3)nc3c4ccccc4ccn23)c1	-33	.	.	-197
CCCNC(=O)C1(C)CCCN(Cc2csc(-c3ccccc3)n2)C1 (stereo not drawn)	2	.	.	18
CCC(CC)C(=O)N(C)c1c(C)nc2c(OCc3cccc(Cl)c3)cccn12	0	.	.	20
COc1cc(OC)cc(-c2c(Sc3ccccc3)c3cc(-c4ccc(OC)nc4)ccc3n2C)c1	2	.	.	-232
NC(Cc1ccc(F)cc1)c1csc(Nc2cc(Oc3ccccc3)ncn2)n1 (stereo not drawn)	-4	.	.	1
CN1OC[C@@H]2CN(Cc3ccc(Cl)cc3)[C@H](c3ccc(N4CCCCC4)cc3)C[C@@H]21	0	.	.	10
CCc1nc2ccc(C(=O)Nc3ccc(OC)c(OC)c3)cn2c1N(C)Cc1cccs1	0	.	.	-17
Fc1ccc(-c2nc3ccc(Br)cn3c2Cc2cccc(Cl)c2)cc1	12	.	.	12
Cc1cn([C@H]2C[C@H](O)[C@@H](/C=C/C(=O)NCCc3ccc4ccccc4c3)O2)c(=O)[nH]c1=O	3	.	.	19
O=C(Cn1cc2c(n1)CCCCC2)Nc1ccc(F)cc1F	-1	.	.	0
CC1(C(=O)Nc2cnc3ccccc3c2)CCN1Cc1ccccc1Cl (stereo not drawn)	0	.	.	-9
O=CNc1cc(-c2ccc(C(=O)NC3CC3)cc2)cn2c(-c3ccccc3)cnc12	-14	.	.	-373
O=C(NCc1ccncc1)[C@@H]1CCCN1C(=O)[C@@H]1CCCN1C(=O)c1cccc2ccccc12	2	.	.	9
c1ccc(-c2nc(NCC3CC3)nc3ccsc23)cc1	-162	.	.	-492
CC1(c2nc3ccccc3[nH]2)CCC2=Nc3ccccc3CN21 (stereo not drawn)	2	.	.	26
CCCS(=O)(=O)NC(=O)C1(C)CCN(C(=O)c2cccc(C)c2C)C1 (stereo not drawn)	3	.	.	17
O=C(Nc1cccc(Cl)c1)Nc1nnc([C@@H]2C[C@H](O)[C@@H](CO)O2)s1	1	.	.	-5
Cc1cc(C)cc(C(O)c2ncc(-c3ccccc3Cl)[nH]2)c1 (stereo not drawn)	-1	.	.	15

The final 4 records of the section above are carried over, then new ones follow.
SMILES	SENP1 inh	HKDC1 inh	PfG6PD inh	SENP8 inh
CC1(c2nc3ccccc3[nH]2)CCC2=Nc3ccccc3CN21 (stereo not drawn)	2	.	.	26
CCCS(=O)(=O)NC(=O)C1(C)CCN(C(=O)c2cccc(C)c2C)C1 (stereo not drawn)	3	.	.	17
O=C(Nc1cccc(Cl)c1)Nc1nnc([C@@H]2C[C@H](O)[C@@H](CO)O2)s1	1	.	.	-5
Cc1cc(C)cc(C(O)c2ncc(-c3ccccc3Cl)[nH]2)c1 (stereo not drawn)	-1	.	.	15
C#CCNC(=O)C[C@@H]1C[C@@]2(C(=O)OC)CCCCC=C2N(Cc2cccc3ccccc23)C1=O	1	.	.	6
OCC[C@@H]1C[C@H](O)[C@@H](O)[C@@]2(OCc3ccc4ccccc4c32)O1	5	.	.	15
Cc1cc2nc(-c3cccc(Cl)c3)c(CC(C)(C)C)n2c(C)c1Br	1	.	.	10
O=C(NC1CCCCC1)C(c1cc2ccccc2o1)n1c(=O)c(-c2ccco2)nc2ccccc21 (stereo not drawn)	-53	.	.	-415
C(=C\c1ccccc1)/CN1CCN(C(c2nnnn2Cc2ccccc2)C2CC2)CC1 (stereo not drawn)	2	.	.	9
CN1CCN([C@H]2CS(=O)(=O)N[C@@H]2COCc2ccccc2)CC1	-5	.	.	6
O=C(NCc1cccc(F)c1)Nc1nnc([C@@H]2C[C@H](O)[C@@H](CO)O2)s1	0	.	.	6
COc1cccc(CNc2nc3cc(-c4cccc(C(F)(F)F)c4)sc3c(=O)n2C)c1OC	2	.	.	-152
COc1cc(C)ccc1S(=O)(=O)NC(=O)C1(C)CCN1C(=O)Cc1ccc(Cl)cc1Cl (stereo not drawn)	1	.	.	19
CC(=O)Nc1cc(-c2ccc(N3CCN(C)CC3)cc2)cn2c(-c3ccc(F)c(Cl)c3)cnc12	42*	.	.	-493
CC1(C(=O)Nc2cccc(C#N)c2)CCN1C(=O)CCc1ccccc1 (stereo not drawn)	0	.	.	11
COc1cccc(Nc2nc(C(N)COCc3ccccc3)cs2)n1 (stereo not drawn)	-2	.	.	-62
CC1=C(C(=O)N(C(C)C)C(C)C)CC(CC(=O)NCCc2ccccn2)C(=O)N1Cc1ccc(F)cc1 (stereo not drawn)	0	.	.	6
O=C(OC1CC2CC1[C@H]1CCCCN1C2=O)N1CCN(S(=O)(=O)c2ccccc2)CC1 (stereo partly drawn)	0	.	.	3
CNC(=O)OCc1snc(-c2ccccc2)c1COC(=O)NC	1	.	.	12

Assay outcomes (PubChem BioAssay)
